# Screening results as filed in PubChem.
# MITF inh: human MITF inhibition, primary screen | O75030 | AlphaScreen MITF homodimerization, bead proximity signal | AID 1259374 | actives 0.91% (n = 650,000) | inhibition, % at 2.6 µM; in the data active = inhibition above about 50%;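 also: 0% = vehicle wells with protein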
# Target sequence (O75030 whole entry, looked up): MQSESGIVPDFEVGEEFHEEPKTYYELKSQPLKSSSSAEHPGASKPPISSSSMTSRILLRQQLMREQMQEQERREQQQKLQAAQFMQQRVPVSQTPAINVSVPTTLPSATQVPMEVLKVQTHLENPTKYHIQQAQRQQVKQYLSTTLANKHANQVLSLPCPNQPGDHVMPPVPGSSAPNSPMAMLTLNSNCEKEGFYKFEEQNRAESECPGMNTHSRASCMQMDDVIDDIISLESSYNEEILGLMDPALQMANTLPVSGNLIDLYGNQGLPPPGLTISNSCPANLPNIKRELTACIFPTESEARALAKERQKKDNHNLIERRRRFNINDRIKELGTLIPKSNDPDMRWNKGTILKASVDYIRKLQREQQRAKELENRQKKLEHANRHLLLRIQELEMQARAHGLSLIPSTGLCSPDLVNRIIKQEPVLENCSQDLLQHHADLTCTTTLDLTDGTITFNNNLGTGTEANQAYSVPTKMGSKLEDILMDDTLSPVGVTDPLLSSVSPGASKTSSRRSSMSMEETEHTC
# TEAD-YAP inh: TEAD-YAP interaction inhibition. HEK-TIYL cells, TEAD-Gal4/YAP UAS-luciferase luminescence. inhibition, % at 9.12 µM. actives 1.4% (n = 640,000); in the data active = inhibition above about 32%;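 also: 0% = median of test compound wells and 100% = reference inhibitor wells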
# GPR151 activ: activators of human GPR151. Q8TDV0. PathHunter beta-arrestin GPR151 cells, luminescence. activation, % at 11.2 µM. actives 1% (n = 650,000); in the data active = activation above about 4.9%;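 also: 0% = median of compound wells and 100% = cells with positive control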
# Target sequence (Q8TDV0 whole entry, looked up): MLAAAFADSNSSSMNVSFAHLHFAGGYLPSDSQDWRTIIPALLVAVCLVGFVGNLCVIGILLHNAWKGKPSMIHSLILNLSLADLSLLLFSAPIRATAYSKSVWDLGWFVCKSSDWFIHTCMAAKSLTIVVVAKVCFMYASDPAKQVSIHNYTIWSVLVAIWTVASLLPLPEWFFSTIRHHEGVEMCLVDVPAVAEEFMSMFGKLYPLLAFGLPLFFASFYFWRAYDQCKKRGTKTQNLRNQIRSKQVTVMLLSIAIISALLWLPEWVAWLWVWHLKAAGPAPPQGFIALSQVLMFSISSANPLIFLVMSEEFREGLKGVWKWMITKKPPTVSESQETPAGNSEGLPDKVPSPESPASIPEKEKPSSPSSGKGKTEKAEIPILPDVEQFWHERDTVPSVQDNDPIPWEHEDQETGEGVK
# FBW7 act: human FBW7 E3 ligase activation, primary screen. Q969H0. AlphaScreen FBW7–phospho-cyclin E peptide binding, activator screen. normalized activity (activation), % at 26.1 µM. actives 0.13% (n = 650,000); in the data active = normalized activity above about 1.9%;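 also: purified mutant Fbw7 with reduced substrate affinity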
# Numbers without * were called inactive; x = no result given; & = joins results of further samples.
SMILES,MITF inh,TEAD-YAP inh,GPR151 activ,FBW7 act
COc1ccc(/C=N/NC(=O)c2cccnc2)cc1I,-12,15,0.1,-0.1
Cc1ccc2c(c1)N(CC(=O)NCCCN1CCN(C)CC1)C(=O)CO2,27,15,-1.1,0.5
CC(CSc1nc2ccccc2o1)Cn1c(N2CCCC2)nc2c1c(=O)[nH]c(=O)n2C (centres undefined),-3,6,-1.9,0.1
O=C(O)Cc1ccc(NC(=S)Nc2ccc([N+](=O)[O-])cc2)cc1,-23,-3,-0.3,-0.2
N#CC1=C(S)NC(=O)C(C#N)C12CCCCC2 (centres undefined),1,0,-0.6,-0.2
COC(=O)C1Cc2cc(OC)c(OC)cc2C(Cc2ccc(OC)c(OC)c2)=N1 (centres undefined),4,1,1.4,0.0
O=C(Cn1cc2c(n1)CCCCC2)NCc1ccc(F)cc1,2,2,-0.6,0.8
COc1ccc(C(=O)Nc2ccc(C(=O)OC(C)C)cc2)cc1,2,16,2.0,-0.1
COC(=O)COc1cc2oc(=O)c3c(c2cc1Cl)CCC3,10,-7,-0.5,0.0
COc1cccc(CN2CCC(N3C[C@@H](C)O[C@@H](C)C3)CCC2=O)c1 (some centres undefined),11,3,1.1,0.1
O=C1c2ccccc2C(=O)N1CCc1nc2c3c4c(sc3ncn2n1)CCCCC4,12,13,-0.1,0.0
Cc1cc(C)nc(/N=C(\N)Nc2ccc(C(C)C)cc2)n1,-2,35*,1.5,-0.3
CCCCCCc1cc2cc(C(N)=O)c(=Nc3cccc(F)c3)oc2cc1O,0,-8,0.4,0.1
CC1CC(C)CN(CCCNC(=O)Cn2c(=O)oc3cc(Cl)ccc32)C1 (centres undefined),-8,0,-0.4,0.0
CN1C(=O)C(O)(CC(=O)c2ccco2)c2cc(Cl)ccc21 (centres undefined),1,-1,0.7,0.0
COc1cc(CN2CCN(Cc3ccccc3C)CC2)cc(OC)c1,80*,-3,-0.5,-0.3
CCC(=O)N/C(=N\c1nc(C)cc(C)n1)Nc1ccccc1,6&4,-12&6,2.6&1.0,0.0&0.0
Cc1cccc(N2CCN(S(=O)(=O)c3ccc(F)c(C(=O)Nc4ccc(Br)cc4)c3)CC2)c1C,-5,1,1.1,-0.1
Fc1ccccc1CSc1nnc2sc3ccccc3n12,3,-47,-1.6,-0.1
O=C1N[C@H](Cc2ccccc2)C(=O)N2CCN(C(=O)c3cc(F)c(F)cc3F)C[C@H]12,4,2,1.5,0.0
Cc1cccc(NC(=O)Cn2c(C)cc(=O)c3cccc(C)c32)c1,-7,9,-0.3,0.5
CC1CN(C(=O)N2CCC(C(=O)NCc3ccc(Cl)cc3)CC2)c2ccccc2O1 (centres undefined),11,8,-3.1,0.2
COC(=O)CCCNC(=O)CC1C(=O)NCCN1C/C=C/c1ccccc1OC (centres undefined),5,-12,4.0,0.1
N#CC1=C(N)Oc2n[nH]c(-c3ccc(Cl)cc3)c2C1c1cccnc1 (centres undefined),-2,-7,0.8,0.0
C=CCn1c(SCC(=O)c2ccc(F)cc2)nnc1-c1ccco1,-3,-14,-0.7,-0.4

# Among those listed so far, 6 contain an aryl methoxy group.
SMILES,MITF inh,TEAD-YAP inh,GPR151 activ,FBW7 act
COc1ccc(/C=N/NC(=O)c2cccnc2)cc1I,-12,15,0.1,-0.1
COC(=O)C1Cc2cc(OC)c(OC)cc2C(Cc2ccc(OC)c(OC)c2)=N1 (centres undefined),4,1,1.4,0.0
COc1ccc(C(=O)Nc2ccc(C(=O)OC(C)C)cc2)cc1,2,16,2.0,-0.1
COc1cccc(CN2CCC(N3C[C@@H](C)O[C@@H](C)C3)CCC2=O)c1 (some centres undefined),11,3,1.1,0.1
COc1cc(CN2CCN(Cc3ccccc3C)CC2)cc(OC)c1,80*,-3,-0.5,-0.3
COC(=O)CCCNC(=O)CC1C(=O)NCCN1C/C=C/c1ccccc1OC (centres undefined),5,-12,4.0,0.1

# More structures follow:
SMILES,MITF inh,TEAD-YAP inh,GPR151 activ,FBW7 act
CCOC(=O)c1c(NC(=O)Cc2ccc(Cl)cc2)sc(C(=O)Nc2cc(C(F)(F)F)ccc2Cl)c1C,-7,9,-0.7,0.0
Cc1cc(C=O)c(C)n1-c1cccc(Cl)c1,6,2,2.1,-0.1
CC(C)CC(=O)Nc1nnc(SCC(=O)N2CCc3ccccc32)s1,-2,3,-0.9,0.1
O=C(O)c1nn2c(C(F)(F)F)cc(-c3ccc(Cl)c(Cl)c3)nc2c1Br,8,10,-0.6,0.2
CCOC(=O)N/N=C1\C[C@@H](O)[C@@H](O)[C@@H]2[C@@H]3C(=O)N(Cc4ccccc4)C(=O)[C@@H]3CC[C@H]12,-3,x,1.2,0.1
O=C(Cn1[nH]c(=O)c2ccccc2c1=O)NCC1COc2ccccc2O1 (centres undefined),2,1,0.3,0.8
c1ccc(COc2ccc(OCCOCCn3cncn3)cc2)cc1,14,-3,-0.5,0.1
CC(Oc1ccc(Br)cc1)C(=O)Nn1c(=S)[nH]c2ccccc2c1=O (centres undefined),0,15,-1.3,-0.1
CC(NCCCN(C)C)c1cc(C(C)(C)C)cc2c1CCC2(C)C (centres undefined),-10,-6,-0.2,0.0
COCCn1c(=O)c2c(nc3n2CC(C)CN3c2cccc(Cl)c2C)n(C)c1=O (centres undefined),7,-5,1.6,0.1
O=C(CSc1nc2ccsc2c(=O)n1-c1cccc(Cl)c1Cl)NC1CCCCC1,7,-3,-0.5,0.6
CCOC(=O)c1c(NC(=O)c2cc([N+](=O)[O-])ccc2Br)sc2c1CCCC2,1,3,0.4,0.1
COc1ccc(N2C(=O)/C(=C/c3cc(OC)c(OC)c(OC)c3)N=C2c2ccc(Cl)cc2)cc1OC,-8,4,1.5,0.3
COc1ccc(-c2ccc(/C=c3\sc4nc5ccccc5n4c3=O)o2)c([N+](=O)[O-])c1,3,-2,0.2,0.1
Cc1ccc2c(c1)CN(Cc1cnn(C)c1C)CC(c1ccsc1)O2 (centres undefined),-5,13,-0.5,-0.2
FC(F)(F)c1cccc(CNc2nc(-c3ccc(N4CCOCC4)nc3)nc3c2ncn3C2CCCCC2)c1,4,12,0.2,0.3
Cc1ccc(CN2CCN(Cc3ccc(O)cc3)CC2CCO)cc1 (centres undefined),6,14,-0.9,0.2
O=[N+]([O-])c1ccccc1S(=O)(=O)Nc1ccc(S(=O)(=O)N2CCc3ccccc32)cc1,-19,-8,-1.0,-0.1
Nc1c(-c2nc(-c3ccccc3)no2)nnn1CC(=O)Nc1cccc(F)c1,-1,1,0.4,-0.1
COc1ccc2c(c1)sc(=NC(=O)c1ccc(S(C)(=O)=O)cc1)n2C,-6,-12,-0.2,0.0
COC(=O)C1=CN(CC(C)C)C=C(C(=O)OC)C1c1ccccc1OC(C)C,-13,22,-1.3,1.1
Cc1cc(C(=O)N(CCCN2CCOCC2)c2nc3c(F)cc(F)cc3s2)no1,1,-55,0.0,0.0
COc1cc(Nc2ncnc3c2nc(-c2ccc(N4CCOCC4)nc2)n3C(C)C)cc(OC)c1OC,7,6,0.0,-0.1
O=C(Nc1cccc(NC(=O)Nc2ccccc2F)c1)Nc1ccccc1F,15,-11,-2.0,0.1
COc1ccc(CCNc2cc(-c3ccc(C(=O)NC4CC4)cc3)nc(N)n2)cc1,3,8,-0.7,0.7

# Other results.
SMILES,MITF inh,TEAD-YAP inh,GPR151 activ,FBW7 act
C#CCOCC1CCCN(C(=O)c2cnccn2)C1 (centres undefined),-7,13,3.9,-0.1
Cc1ccc(OCC(=O)OCC(=O)NC(N)=O)cc1C,-11,3,0.9,-0.1
COc1ccc(Cl)cc1NC(=O)c1sc2ncn(C)c(=O)c2c1C,7,-7,-1.8,1.4
COC(=O)C1=CN(Cc2cccs2)C=C(C(=O)OC)C1c1ccc(C(F)(F)F)cc1,-1,10,0.0,0.7
CC(=O)Nc1cc(C)c(I)cc1C,7,10,1.1,0.0
Cc1cccc(C(=O)OCc2cn3cc(Cl)ccc3n2)c1C,1,-2,-1.1,0.1
Cc1cc(C)cc(NC(=O)c2ccc3c(=O)n(Cc4ccccc4)c(SCc4cccc(Cl)c4)nc3c2)c1,-5,-5,-0.7,-0.1
O=C(O)CN1C(=O)/C(=C\c2cccc(Br)c2)Oc2ccccc21,3,-2,2.3,0.0
CCOc1cccc(-c2nc3c([nH]2)c(=O)n(C)c(=O)n3C)c1,7,4,-0.4,-0.1
CC(=O)CC1C2([N+](=O)[O-])CN(C)CC1([N+](=O)[O-])c1ccccc1C2=O (centres undefined),-15,-6,-0.5,0.1
Cc1ccc(C)c2nc(SCC(=O)NCc3ccco3)c(C#N)cc12,10,-10,4.4,0.1
Cc1c(NC(=O)Nc2ccccc2)sc(=S)n1C,-6,8,-0.3,-0.1
Oc1ccc2ccccc2c1/C=N\Nc1ccccn1,38,-37,-0.7,-0.9
O=C1CCC(CCC(=O)N2CCCCC2c2nc3ccc(F)cc3[nH]2)(Cc2ccco2)N1 (centres undefined),-15,4,-0.3,0.0
COc1ccc(NC(=O)c2ccccc2I)c([N+](=O)[O-])c1,14,-6,-0.9,0.0
CCN(CC)S(=O)(=O)c1ccc(-c2nc(C#N)c(N3CCCCCC3)o2)cc1,-5,5,-0.4,-0.1
CCOC(=O)C(=O)c1ccccc1NC(C)=O,-5,2,1.3,0.1
COc1cccc(Cn2c3cc(C)sc3c3cn[nH]c(=O)c32)c1,19,0,0.0,0.7
Cn1c(NC(=O)/C=C/c2ccccc2)cc(=O)n(C)c1=O,10,-32,2.9,-0.3
CCOC(=O)C1=C(C)NC(=S)NC1c1ccc2ccccc2c1 (centres undefined),11,4,-0.7,0.1
C=CCOc1ccc(C(=O)N(Cc2nc(-c3ccc(OC)c(OC)c3)no2)C(C)C)cc1,12,0,12*,0.1
Cc1nc2ccc(NC(=O)/C=C/C(=O)O)cc2s1,-2,10,0.6,0.0
CC12CCC(C(=O)N(c3cccc(F)c3)C1=O)C2(C)C (centres undefined),24,0,0.3,0.2
COC(=O)Cn1c(=O)c2c(nc3n2CCCN3Cc2ccco2)n(C)c1=O,17,-1,-0.6,0.5
Cc1cnc(-c2c(C)nn(C)c2C)nc1NCc1cccc(C(F)(F)F)c1,12,-5,-0.3,0.1

# The results go on:
SMILES,MITF inh,TEAD-YAP inh,GPR151 activ,FBW7 act
Cc1ccc(C2N(Cc3ccccc3)CCN2Cc2ccccc2)o1,-9,2,1.3,0.0
CC(C)Oc1cccc(OCCn2cnc3ccccc32)c1,10,0,-1.0,0.3
CCOc1cc2c(cc1OCC)C(c1ccc(C(=O)OC)cc1)NCC2 (centres undefined),12,-4,-0.3,0.0
CSc1nc(N2CCOCC2)c2c(c1C#N)CC(C)(C)OC2,-7,-9,0.9,-0.1
Cc1ccc(-c2nc(-c3ccccn3)no2)cc1[N+](=O)[O-],-2,55*,-6.9,-0.1
CCOC(=O)c1c(-c2ccc(C(C)(C)C)cc2)csc1N,8,-2,2.3,0.3
O=C(NCCCN1CCCC1)C(Cc1ccccc1)N1Cc2ccccc2C1=O (centres undefined),14,-10,-1.0,1.1
CCCCCCCC1C(O)CC(c2ccc(OC)cc2)NC1c1ccc(OC)cc1 (centres undefined),0,7,-0.4,0.1
COc1ccc(-c2nc3c4ccccc4ccn3c2CN2CCOCC2)cc1OC,0,-47,1.0,0.2
CCOC(=O)CSc1nc2c(sc(=S)n2-c2ccc(C(=O)OCC)cc2)c(=O)n1Cc1ccc2c(c1)OCO2,16,2,0.3,0.2
Cc1cnc(NC2CCN(Cc3ccccc3)CC2)nc1Nc1ccc(N2CCOCC2)cc1,10,5,-0.1,0.1
CC(C)CCN1C(=O)c2ccc(C(=O)OCC(=O)Nc3ccc4c(c3)OCO4)cc2C1=O,-3,2,-1.5,-0.1
O=C(Nc1ccc(Cl)cc1Cl)c1ccc(C(=O)Nc2ccc(Cl)cc2Cl)cc1,-3,-7,0.3,-0.1
COc1ccc(C)cc1S(=O)(=O)NCC1CCCO1 (centres undefined),2,2,-0.4,-0.1
O=C(Cc1cn(-c2ccc(N3CCN(Cc4ccc5c(c4)OCO5)CC3)nn2)c2ccccc12)Nc1ccc2c(c1)OCO2,-3,-2,1.1,-0.2
CCOc1cc(C(=O)OCCOc2ccccc2C(C)=O)cc(Cl)c1O,-1,-7,-0.3,0.0
COC(=O)CN(C)C(=O)CC1C(=O)NCCN1Cc1ccc(Cl)c(F)c1 (centres undefined),-11,2,1.0,0.0
Cc1ccsc1-c1nc(CSCC(=O)NCc2ccccc2)c(C)o1,18,8,0.1,0.4
Cc1cc(OCC(=O)Nc2ccc3oc(-c4ccc(F)cc4)nc3c2)cc(C)c1Cl,-8,-24,0.2,0.2
COc1cc(O)ccc1CN1CCC2(CC1)CC2C(=O)N1CC=C(c2ccccc2)CC1 (centres undefined),16,-7,-1.3,0.1
O=C(Nc1ncc([N+](=O)[O-])s1)C1COc2ccccc2O1 (centres undefined),-7,-39,-9.2,0.0

# Rewritten with two lines to a compound: entries from further up.
# Below each compound: MITF inh, TEAD-YAP inh, GPR151 activ, FBW7 act
- N#CC1=C(N)Oc2n[nH]c(-c3ccc(Cl)cc3)c2C1c1cccnc1 (centres undefined)
  -2, -7, 0.8, 0.0
- CC(CSc1nc2ccccc2o1)Cn1c(N2CCCC2)nc2c1c(=O)[nH]c(=O)n2C (centres undefined)
  -3, 6, -1.9, 0.1
- CC12CCC(C(=O)N(c3cccc(F)c3)C1=O)C2(C)C (centres undefined)
  24, 0, 0.3, 0.2
- COc1ccc(Cl)cc1NC(=O)c1sc2ncn(C)c(=O)c2c1C
  7, -7, -1.8, 1.4
- CCC(=O)N/C(=N\c1nc(C)cc(C)n1)Nc1ccccc1
  6&4, -12&6, 2.6&1.0, 0.0&0.0
